# mcGAS RapidFire: blocks mouse cGAS cGAMP production. Q8C6L5. recombinant mouse cGAS, cGAMP by RapidFire MS. inhibition, % at 12.5 µM. 130,000 tested, 0.18% active;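 active means inhibition of cGAS enzyme activity at or above 60%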;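 further: enzyme stimulated by 45 bp dsDNA with ATP and GTP substrates; cGAMP share of summed cGAMP plus half ATP and half GTP signals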
# Target sequence (Q8C6L5 whole entry, looked up): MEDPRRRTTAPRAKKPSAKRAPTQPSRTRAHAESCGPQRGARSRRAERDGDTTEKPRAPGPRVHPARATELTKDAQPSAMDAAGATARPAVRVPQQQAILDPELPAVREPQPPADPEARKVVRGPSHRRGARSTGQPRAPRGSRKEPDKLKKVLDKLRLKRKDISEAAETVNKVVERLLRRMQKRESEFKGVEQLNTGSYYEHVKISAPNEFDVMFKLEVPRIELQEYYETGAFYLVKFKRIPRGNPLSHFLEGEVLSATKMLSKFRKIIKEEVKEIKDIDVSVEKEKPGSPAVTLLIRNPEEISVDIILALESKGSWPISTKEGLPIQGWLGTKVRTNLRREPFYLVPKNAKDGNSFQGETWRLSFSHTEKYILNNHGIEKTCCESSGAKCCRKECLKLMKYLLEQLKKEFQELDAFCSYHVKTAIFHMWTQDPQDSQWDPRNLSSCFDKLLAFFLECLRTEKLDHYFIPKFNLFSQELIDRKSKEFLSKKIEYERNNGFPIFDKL
# Active calls of the source: *; & = joins results of further samples.
# Start of the data: the first 3 compounds (preview)
SMILES,mcGAS RapidFire
COC(=O)c1ccccc1N(C)C(=O)CN1CCCC1c1cccc(F)c1 (configuration not stated),3
Nc1ccccc1C12CC3CC(CC(C3)C1)C2,-10
O=C1/C(=C\c2ccccc2)CCC1C1=NCCN1C1CC(=O)N(c2cccc(F)c2)C1=O (configuration not stated),-16

# The list itself (from the top)
SMILES,mcGAS RapidFire
COC(=O)c1ccccc1N(C)C(=O)CN1CCCC1c1cccc(F)c1 (configuration not stated),3
Nc1ccccc1C12CC3CC(CC(C3)C1)C2,-10
O=C1/C(=C\c2ccccc2)CCC1C1=NCCN1C1CC(=O)N(c2cccc(F)c2)C1=O (configuration not stated),-16
Cc1ccn(CCCn2cnc(-c3ccccc3)c2-c2cccnc2)n1,-15
CC(C)c1nn(CC(=O)OCc2ccccc2)c(=O)c2c1cnn2-c1ccc(F)cc1,-10
CNC(=O)c1ccc(CNC(=O)Nc2ccc(C)s2)cc1,-4
O=C(CCn1cnc2sccc2c1=O)NCc1ccc(C(=O)N2CCCC2)cc1,2
Cn1ccc(NC2CCN(c3ccccc3)C2=O)n1 (configuration not stated),-6
CC(=O)Nc1ccc(C(=O)Nc2nc(C(C)C)cs2)cc1,-11
Cc1nn(CC(=O)NC2CCCCCC2)c(C)c1S(=O)(=O)NC(C)(C)C,-5
C#CCN(C(=O)c1cc(Cl)c(Cl)[nH]1)c1nccs1,3
Cc1[nH]c2ccc(C(=O)NC(C)C3CCCO3)cc2c1C (configuration not stated),-5
CCc1ccc(C2=Nc3nnnn3C(c3ccc(SC)cc3)C2)cc1 (configuration not stated),-4
O=C(Cc1[nH]nc2ccccc12)N1CCCC(Nc2ccc3c(c2)OCCO3)C1 (configuration not stated),-8
CC(=O)N1N=C(c2ccncc2)OC1C(=O)NNc1ccccc1C(F)(F)F (configuration not stated),-5
C1=C(C23CC4CC(CC(C4)C2)C3)SC2=NCCN12,24
O=C1CC2CS(=O)(=O)CC2N1c1ccc(Cl)c(S(=O)(=O)Nc2ccccc2Cl)c1 (configuration not stated),-5
CC(=O)c1cccc(S(=O)(=O)N2CCN(C(=O)Cc3c(C)noc3C)CC2)c1,-12
CC(C)(NCc1cc(C#N)ccc1F)c1ccc2c(c1)OCCO2,-5
Cc1cc(C)c2c(c1)NC(=O)C2CC(=O)N1CCc2nc[nH]c2C1 (configuration not stated),-4
Cc1noc(C)c1CNC(=O)NCC(CO)Cc1ccccc1 (configuration not stated),5
N#CC1(C(=O)NC/C=C/c2ccccc2)CCCCC1,-8
Cc1cccn2c(=O)c3cc(C(=O)N4CC(C)OC(C)C4)n(C)c3nc12 (configuration not stated),-6
Cc1ccc(CN2CCCN(C(=O)c3n[nH]c(=O)c4ccccc34)CC2)cc1,-4
C=CCNC1(C)CCS(=O)(=O)C1 (configuration not stated),1
Cc1nc(SCc2cccc([N+](=O)[O-])c2)c2c(=O)n(C)c(=O)n(C)c2n1,9
O=C(NC1CCCC1)c1nn(Cc2ccccc2)c(=O)c2ccccc12,-9
CC(=O)Nc1ccc(CN2C(=O)C(CCc3ccccc3)ON=C2c2cnccn2)cc1 (configuration not stated),-3
NS(=O)(=O)c1ccc(OCCOc2cc(Cl)ccc2Cl)cc1,-10
CCCCCCCCC(=O)NCc1cc(OC)c(O)cc1I,-3
CC(CCN1CCOCC1)n1cnc(-c2ccccc2)c1-c1ccsc1 (configuration not stated),-10
CCC(NS(=O)(=O)C1=Cc2ccc(OC(F)F)cc2CC1)c1noc(C)n1 (configuration not stated),-2
CCN(CCc1nc2ccc(C)cc2[nH]1)C(=O)c1ccc2ncccc2c1,-9
COc1cc(OC)cc(C(=O)NNS(=O)(=O)c2cccc([N+](=O)[O-])c2)c1,-12
O=C(c1ncn[nH]1)N1CCN(Cc2cn[nH]c2-c2ccc(-c3ccccc3)cc2)CC1,1
CSCCn1c(=NC(=O)c2ccc(Cl)s2)sc2cc(S(C)(=O)=O)ccc21,-4
CC1(C)CC1(CNC(=O)CN1C(=O)CNC1=O)c1ccccc1 (configuration not stated),-11
O=C(NCc1ccco1)N1CC2OCCN(Cc3ccccc3)C2C1 (configuration not stated),-5
Cc1nn(CCC(=O)N(C)Cc2ccc3ncccc3c2)c(C)c1C,-1
NC(=O)[C@@H]1CCCN1Cc1cn[nH]c1-c1ccc(F)cc1,-12
CC(NC(=O)c1ccc(=O)[nH]c1)c1ccco1 (configuration not stated),-5
COc1ccc(CNC(=O)c2sc3nc4c(cc3c2N)CN(C)CC4)cc1,0
CC(C)Cc1ncc2c(n1)CN(C(=O)Cn1cncn1)C2,-20
COC(=O)C1N(c2ccccc2)N=C(c2ccccc2)C1(C)C (configuration not stated),-7
CCN1CCN(c2nc3c(c(=O)[nH]c(=O)n3C)n2Cc2ccc(F)cc2)CC1,-5
O=C(CCc1ccccc1)NCCNS(=O)(=O)c1cccc(Cl)c1,9
CN1[C@H]2CC[C@@H]1CN(C(=O)c1cnn(Cc3ccccc3)c1)CC2,-23
O=C(c1cc2n(n1)C(C(F)(F)F)CC(c1ccco1)N2)N1CCCCC1 (configuration not stated),5
CC(c1ccccc1)N(C)C(=O)c1cccc(CN2C(=O)CNC2=O)c1 (configuration not stated),-4
O=C(N[C@H]1CCC[C@H]1Cc1ccc(F)cc1)C(=O)c1ccco1,-11
Oc1ccc(Br)cc1C=NCCC1=CCCCC1,-4
N#Cc1cc2c([nH]c1=S)CCCCCC2,-11&-3
CCc1ccc2oc(=O)cc(CN3CCC(Oc4cccnc4)CC3)c2c1,-10
COc1ccc(NC(=O)c2cn3c(nc(=O)c4ccccc43)s2)cc1,7
Cc1cn(CC(=O)NCCN2CCCCCC2=O)c2ccccc12,-19
Fc1cccc(CN2CCN(Cc3cnc(C4CCCCC4)nc3)CC2)c1,-16
COc1ccc(-c2cc(C(F)(F)F)c3nc(OC(C)C(C)=O)oc3n2)cc1OC (configuration not stated),-3
CNC(=O)C1SC(=NCc2ccccc2)N(C)N=C1C (configuration not stated),8
Cc1ccc(C(N)=O)c(N2CC[C@@H](c3ccc4c(c3)OCO4)[C@H](O)C2)n1,-23
CCC(CC)c1nnc(NC(=O)CN(C)S(=O)(=O)c2ccc(Cl)cc2)s1,2

# Copied from the list:
# O=C(c1cc2n(n1)C(C(F)(F)F)CC(c1ccco1)N2)N1CCCCC1 (configuration not stated) @ mcGAS RapidFire = 5
# O=C(CCc1ccccc1)NCCNS(=O)(=O)c1cccc(Cl)c1 @ mcGAS RapidFire = 9
# CCc1ccc2oc(=O)cc(CN3CCC(Oc4cccnc4)CC3)c2c1 @ mcGAS RapidFire = -10
# N#Cc1cc2c([nH]c1=S)CCCCCC2 @ mcGAS RapidFire = -11&-3

# Additional results follow:
SMILES,mcGAS RapidFire
CN1CCC(=NNc2ncnc3sc4c(c23)CCCC4)CC1,-4
CC(NC(=O)CSCc1nc2sc3c(c2c(=O)[nH]1)CCC3)c1cccc(S(N)(=O)=O)c1 (configuration not stated),-5
CC1CCCCN1C(=O)CSc1nnc(Nc2cccc(F)c2)s1 (configuration not stated),-9
CC(C(=O)O)c1ccc2c(c1)Cc1cccnc1O2 (configuration not stated),-2
CCOC(=O)C1CCN(C(=O)c2cc(COc3ccc(OC)c4ccccc34)on2)CC1,-5
CC1CCCC(C)N(C(=O)c2ccc(CNS(C)(=O)=O)o2)C1 (configuration not stated),-31
COc1ccc(C2c3c(C)nn(-c4ccc(F)cc4)c3N=C3CC(C)(C)CC(=O)C32)cc1 (configuration not stated),0
CC(=O)Nc1ccc(C(=O)n2ccc(C)cc2=NC2CCCCC2)cc1,-8
CS(=O)Cc1ccc(Cl)c(NCc2ccc(C#N)cc2F)c1 (configuration not stated),-11
Cc1ccc(NC(=O)C(C)OC(=O)c2cccc(C)c2C)cc1 (configuration not stated),0
CC(=O)Nc1ccc(NC(=O)[C@@H](C)N2Cc3ccc(NCC(C)C)nc3C2=O)cc1,8
O=c1c2ccccc2oc2nc(C3CCCCC3)n(Cc3ccccc3)c(=O)c12,-8
O=C(Nc1nn2c(-c3ccco3)nnc2s1)c1ccco1,24
O=C1C=C(NNc2ccc(Cl)cc2)c2ccccc21,24
O=C(O)c1ccn2c(C(=O)c3ccccc3)c(-c3ccccc3)cc2c1,3
O=C(COc1ccccc1[N+](=O)[O-])NCc1ccc2c(c1)OCO2,-4
O=C(NC1CC(=O)N(C2CCCCCC2)C1)c1cccs1 (configuration not stated),-9
Cc1cccc(Cn2nc(-c3ccc4c(c3)OCO4)ccc2=O)c1,-9
Cn1c(SCC(=O)C2CCCCC2)nc2sc3c(c2c1=O)CCC3,1
COC1CCN(S(=O)(=O)N2CC(c3ccccn3)C2)CC1,-16
COc1ccc(-c2cc(C(=O)NCC(C)C)c3ccccc3n2)cc1,39
O=C1OC(c2ccccc2)=C2CCCCC12 (configuration not stated),-2
CCCS(=O)(=O)N1CCCCC1C(=O)NCC(=O)NCc1ccccc1 (configuration not stated),1
Cc1nccnc1-n1cc(CCO)cn1,-11
CCOC(=O)C1(Cc2ccc(Cl)cc2)CCN(C(=O)c2ccoc2)CC1,-3
CCN(CC)c1ccc(C2NC(=O)NC(C)=C2C(=O)OCCOc2ccccc2)cc1 (configuration not stated),-6
Cc1ccc(Nc2nc(NCCOCCO)nc(N)c2[N+](=O)[O-])cc1,-12
CS(=O)(=O)CCC(=O)NC1CCc2c1ccc(Cl)c2Cl (configuration not stated),-3
CCn1c(C)cc(C(=O)CSc2nnnn2C2CCCC2)c1C,-13
COc1ccc(-c2ccc3c(c2)COCC(=O)N3CC2CC2)cn1,-4
CCc1nn(CCCN2CCN(c3cccc(Cl)c3)CC2)c(=O)n1CCOc1ccccc1,-4&-2
COc1cc2nc(-c3cccc4c3OCO4)[nH]c(=O)c2cc1OC,-8
CC(CNc1nsc(Nc2ccc(Cl)cc2)n1)=NCCCCO,10
O=C(O)CC1S/C(=N\N=C/c2ccc([N+](=O)[O-])cc2)N(c2ccc(O)cc2)C1=O (configuration not stated),-8
CN1CCC(C(=O)NCCc2cccnc2)CC1=O (configuration not stated),-11
Cc1cc(CN(C)C(=O)NCC2CCOC2)no1 (configuration not stated),-7
CSc1ccccc1NC(=O)CCC(=O)N(C)C1CCN(C)CC1,-32
NCCc1nncn1-c1cccc2ccccc12,-7
CC(=O)c1ccc(N2CCN(C(=O)c3ccccc3N(C)C(=O)C3CC3)CC2)cc1,8
COc1ccc(CN2CCN(Cc3ccc(C#CCCO)cc3)CC2CCO)c(F)c1 (configuration not stated),-3
COC(=O)c1cc(CN2CCN(C(=O)c3cccc(OC)c3)CC2)cs1,-15
Cc1c(C(=O)N2CCC(O)(CN(C)C)C2)sc2ncn(C)c(=O)c12 (configuration not stated),-20
CCOc1cc(/C=C2/SC(=S)N(CC(=O)O)C2=O)ccc1OCc1ccc(Cl)c(Cl)c1,2
CN(C)C(=O)N1CCC(c2nc(-c3ccccn3)no2)CC1,6
CNC(=O)C(C)Sc1nnnn1-c1ccc(C)cc1 (configuration not stated),-3

# For reference, some entries already given.
SMILES,mcGAS RapidFire
CCc1nn(CCCN2CCN(c3cccc(Cl)c3)CC2)c(=O)n1CCOc1ccccc1,-4&-2
COc1cc2nc(-c3cccc4c3OCO4)[nH]c(=O)c2cc1OC,-8

# (listing goes on)
SMILES,mcGAS RapidFire
CCO[C@H]1COC[C@@H]1NC(=O)c1c(-c2ccccc2)noc1C,-19
CC(=O)NCC1CCC2(CCN(c3nccc(CCC(F)(F)F)n3)CC2)O1 (configuration not stated),-1
CCOC(=O)c1c(N)oc2c(-c3ccc(C)cc3)c3c(C(=O)OCC)c(N)oc3cc12,-3
Cc1ccnc(NCCNC(=O)C2CCCN(C(=O)N(C)C)C2)c1 (configuration not stated),-12
Cc1nn(C)c(Cl)c1CN1CCN(c2nnc(C(F)(F)F)s2)CC1,-20
COc1ccc(OC)c2c1CN(Cc1ncc(Cl)n1C)CC2O (configuration not stated),-11
COCC(O)CN(C)c1ccc2ccc(F)cc2n1 (configuration not stated),-1
CC1CCN(Cc2nc3c(c(=O)n(C)c(=O)n3C)n2CC(N)=O)CC1,-12
CC(C)NC(=O)N(Cc1ccc(F)cc1)Cc1cc(N)ccc1N(C)C,-9
N#Cc1cc(Cl)ccc1NCC(CO)Cc1ccccn1 (configuration not stated),5
Cc1nn2c(C)c(C(=O)OC(C)C)nnc2c1-c1ccc(F)cc1,5
Cc1ccc(S(=O)(=O)N=C(Nc2cccc(C(F)(F)F)c2)Nc2nc(C)cc(C)n2)cc1,11
CNc1nnc(SC(C)C(=O)Nc2ccc(N3CCCCC3)cc2)s1 (configuration not stated),-10
CCCn1nc(C(=O)NNS(=O)(=O)c2ccc3c(c2)OCCO3)c2ccccc2c1=O,-9
O=C(O)c1ccc(Cl)c(NC(=O)c2cccs2)c1,-7

# Fetched by compound from the list above (six):
SMILES,mcGAS RapidFire
CNc1nnc(SC(C)C(=O)Nc2ccc(N3CCCCC3)cc2)s1 (configuration not stated),-10
COCC(O)CN(C)c1ccc2ccc(F)cc2n1 (configuration not stated),-1
COc1ccc(OC)c2c1CN(Cc1ncc(Cl)n1C)CC2O (configuration not stated),-11
N#Cc1cc(Cl)ccc1NCC(CO)Cc1ccccn1 (configuration not stated),5
Cc1nn(C)c(Cl)c1CN1CCN(c2nnc(C(F)(F)F)s2)CC1,-20
CC(=O)NCC1CCC2(CCN(c3nccc(CCC(F)(F)F)n3)CC2)O1 (configuration not stated),-1

# (continued)
SMILES,mcGAS RapidFire
O=S(=O)(C=Cc1ccccc1)N1CCN(C(=S)NC2CC3CCC2C3)CC1 (configuration not stated),-9
COCCn1cc(NC(=O)Nc2ccccc2Cl)c2ccccc21,-4
CN(Cc1ccccc1)c1ncccc1CNC(=O)C1CCNC1 (configuration not stated),-13
CCC(C)N(C(=O)CSc1nc(C)c(C)c(C)c1C#N)C1CCS(=O)(=O)C1 (configuration not stated),-1
Cn1c(=O)[nH]c(=O)c2c1nc(Sc1nc3ccccc3[nH]1)n2Cc1ccccc1Cl,-1
CN(CC(=O)NC1CCS(=O)(=O)C1)C(=O)COCc1ccccc1 (configuration not stated),8
COc1ccc(CC2CN(C(=O)c3ccnc(N)c3)CCO2)cc1 (configuration not stated),-7
C=C(C)CN=C(N)NC1CCN(CC(F)(F)F)C1 (configuration not stated),2

# Screening results deposited in PubChem by Fisher Drug Discovery Resource Center.

# This is a subset (hit frequency here may not be typical).
